Assay outcomes as filed in PubChem BioAssay.
PfM18AAP inh: blocks P. falciparum M18 aspartyl aminopeptidase. recombinant PfM18AAP, H-Glu-NHMec fluorogenic cleavage. inhibition, % at 7.35 µM. 1.2% of 290,000 active;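 active = inhibition above the campaign mean inhibition over all tested compounds plus 3 SD, cut at about 28% in these data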;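 note: 0% = plate median of test compound wells and 100% = 2 mM ZnCl2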
IMP-1 inh: inhibitors of Pseudomonas aeruginosa IMP-1 metallo-beta-lactamase. 0.45% of 290,000 active. purified IMP-1, nitrocefin hydrolysis, epi-absorbance fluorescence. AID 1556. inhibition, % at 5.6 µM;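 active = inhibition above the mean plus 3 SD of all compounds in the same screening run, cut at about 4.5% in these data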;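 note: 0% = IMP-1 with DMSO and 100% = DMSO wells lacking enzyme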
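System: Purified recombinant IMP-1 metallo-beta-lactamase enzyme | Measured by: Fluorescence quenching readout, ex 480/em 530 nm | Replication: Singlicate | Incubation: 15 min preincubation plus 25 min reaction at 25 °C | Evaluation: Percent inhibition from optical density relative to buffer-blank wells | Benchmarks: DMSO with and without IMP-1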
VIM-2 inhibitor: blocks Pseudomonas aeruginosa VIM-2 metallo-beta-lactamase. purified VIM-2, nitrocefin hydrolysis, epi-absorbance fluorescence. inhibition, % at 5.6 µM. 0.89% of 290,000 active. AID 1527;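 active = inhibition above the mean of all tested compounds plus 3 SD, cutoff set per screening run, cut at about 7.5% in these data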;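 note: red hydrolysis product quenches plate fluorescence so inhibitors raise well fluorescence; 0% = enzyme with DMSO and 100% = DMSO without enzyme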
FID counter: counter-screen for HCV NS3 helicase inhibitors: DNA intercalator displacement; DNA fluorescent intercalator displacement, fluorescence; inhibition, % at 7.9 µM; 0.17% of 290,000 active; AID 1845; in the data active = inhibition above about 37%;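 note: 0% = vehicle and 100% = reference compound; higher means more ethidium bromide displaced from hairpin DNA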
SUMO HTRF inh: blocks human SUMOylation mediated by UBC9; AID 2006; 0.36% of 290,000 active; inhibition, % at 35 µM; HTRF SUMOylation assay, SAE1/SAE2 + UBC9, in vitro; in the data active = inhibition above about 50%, passing the limit was not always enough; note: strong numbers were not always called active
Target sequence (P63279 whole entry, looked up): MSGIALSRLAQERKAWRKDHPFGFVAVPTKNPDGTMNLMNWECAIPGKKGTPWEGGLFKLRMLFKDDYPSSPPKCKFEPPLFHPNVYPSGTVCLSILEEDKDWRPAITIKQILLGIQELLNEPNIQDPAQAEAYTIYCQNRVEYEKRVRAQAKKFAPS
MEKK2mut PB1 HTS: signal of MEK5 binding to mutant human MEKK2 PB1 domain. 0.35% of 290,000 active. bead flow cytometry, Alexa488-MEK5 binding to MEKK2 mutant. percent response, % at 10 µM; in the data active = percent response above about 24%, passing the limit was not always enough; note: inactives centre near 1; some results filed as inactive read as strong as hits
MEKK2 WT-MEK5: raises or lowers MEK5 binding to wildtype human MEKK2 PB1 domain | AID 1531 | Q9Y2U5 | bead flow cytometry, Alexa488-MEK5 binding to MEKK2 WT; actives lie on both sides | binding response (% of control), % at 10 µM | 1.1% of 290,000 active; in the data active = binding response below about 67% or above about 130%
NALP1 yeast inh: inhibitors of NALP1 inflammasome in yeast; inhibition, % at 10 µM; 0.61% of 280,000 active; S. cerevisiae NALP1/ASC/caspase-1 growth, X-gal OD620, 72 h; in the data active = inhibition mostly above about 24%, no sharp cut-off; inactive = mostly below about 32%; note: some compounds called inactive have numbers as strong as hits
NS3 helicase inh: HCV NS3 helicase inhibition; AID 1800; 0.56% of 290,000 active; inhibition, % at 10.9 µM; NS3 helicase DNA unwinding, Cy5 molecular beacon fluorescence;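 active = inhibition above the mean of all tested compounds plus 3 SD, set per campaign, cut at about 35% in these data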;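 note: 0% = DMSO wells and 100% = thioflavine S control wells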
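Compound dosing – single dose, 10.9 µM nominal final, DMSO 0.8% final · System – NS3 helicase fragment of HCV · Buffer or medium – MOPS pH 6.5, MgCl2, DTT, Tween20, BSA · Signal – Cy5 beacon fluorescence read at start and 1 h · Also added – annealed dual-labelled DNA beacon duplex, ATP-started · Schedule – 1 h at 25 °C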
An asterisk follows results filed as active; . = not tested or not shown.

Values run as follows: PfM18AAP inh, IMP-1 inh, VIM-2 inhibitor, FID counter, SUMO HTRF inh, MEKK2mut PB1 HTS, MEKK2 WT-MEK5, NALP1 yeast inh, NS3 helicase inh
- CSc1oc(-c2cccs2)nc1S(=O)(=O)c1ccccc1
→ 1.2, 0.6, 0.9, -10.2, -2.5, -15.0, 93.0, ., 1.7
- CCOC(=O)C1CCN(C(=O)CCc2nnc3ccc(N4CCC(C)CC4)nn23)CC1
→ -1.6, -0.9, -1.5, -46.5, 8.4, 2.0, 99.0, -15.3, -4.6
- CCOC(=O)N1CCC(N(CCOC)C(=O)Nc2ccc(Cl)c(Cl)c2)CC1
→ 1.1, -2.2, -2.7, -23.0, 15.2, 1.0, 102.0, -11.3, -9.8
- COc1ccc2nc(N3CCCC3)[nH]c2c1
→ 15.0, -2.2, -3.2, -2.7, 6.6, 5.0, 105.0, 3.5, 3.0
- Cc1ccc(S(=O)(=O)NCC(=O)N(CC(=O)NC(C)(C)C)Cc2cccs2)cc1
→ 1.1, -3.6, -1.7, -4.6, -14.8, 2.0, 101.0, 62.6, -5.1
- COc1ccc(N(CC(=O)N/N=C/c2ccc(C(=O)O)cc2)S(=O)(=O)c2ccc(NC(C)=O)cc2)cc1
→ -6.0, 0.4, 0.7, -27.9, 4.8, 0.0, 101.0, 12.3, 9.5
- COc1ccc(S(=O)(=O)N2CCN(C(=O)C3CCCO3)CC2)cc1 (centres undefined)
→ -3.8, -4.4, -4.4, -5.5, 9.6, 9.0, 108.0, 4.8, 0.1
- COc1ccccc1C(=O)NNC(=O)c1cccc(O)c1
→ -10.7, -1.9, -2.1, -5.5, 16.1, 9.0, 110.0, 12.8, -2.2
- COc1ccc(Br)cc1/C=N/NC(=O)Cn1nnnc1N
→ 1.6, -3.0, -1.2, -3.8, 9.4, -7.0, 97.0, 11.4, -4.8
- COc1ccc(N2CCN(c3nc(=S)n(-c4ccccc4)c(C)c3C(C)=O)CC2)cc1
→ 3.1, 0.4, -0.7, -9.7, 26.7, 21.0, 76.0, 6.7, -0.7
- CCOC(=O)c1cccc(NC(=O)CSc2nnc(COc3ccccc3)n2CC)c1
→ 8.2, -6.8, -1.3, -5.1, -1.2, 15.0, 123.0, -10.3, 10.2
- O=C(NNc1ccc(F)cc1)c1c(F)cccc1Cl
→ 29.9*, -3.5, -2.8, -1.9, -13.5, -9.0, 100.0, -13.2, 0.1
- O=C(Nc1ccc2ccccc2c1)c1cccc(F)c1
→ -1.2, -1.6, -1.7, -1.8, 14.4, 2.0, 104.0, 19.9, 1.4
- CCN(CC)C(=O)c1cc2c(=O)c3cc(Cl)ccc3oc2nc1C
→ -4.0, 0.1, -0.2, -6.6, -7.3, -37.0, 69.0, 2.7, 8.2
- CCOC(=O)c1ccc(NC(=O)c2n[nH]c(=O)c3ccccc23)cc1
→ -10.7, -1.3, -2.1, -0.1, 3.7, 0.0, 99.0, -10.2, 14.8
- O=C(NC1CCCCC1)N1CCN(C(=O)c2ccco2)CC1
→ -11.2, -1.8, -3.1, -2.7, 0.1, 2.0, 103.0, -22.6, -10.6
- CC1CN(Cc2nc3c(c(=O)[nH]c(=O)n3C)n2CCCc2ccccc2)CC(C)O1 (centres undefined)
→ -1.7, -2.8, -2.7, -13.9, 13.1, 3.0, 102.0, 15.0, -3.2
- O=C(NCc1cccs1)C1CCCN(S(=O)(=O)c2cnc[nH]2)C1 (centres undefined)
→ -4.6, -2.6, 0.3, 2.9, -6.9, -1.0, 98.0, -0.3, 8.5
- CCOC(=O)C1C(=O)Nc2nc(C)nn2C1c1ccccc1 (centres undefined)
→ 1.3, -2.5, -4.6, -10.4, 6.1, -13.0, 98.0, 27.4, 4.3
- Cc1cc(C)c(C#N)c(SCC(=O)Nc2ccccc2C(N)=O)n1
→ 6.5, -1.9, -1.5, -5.1, -16.8, -9.0, 94.0, 16.1, -5.6
- Cc1ccc(S(=O)(=O)N/N=C2/CC(c3ccccc3)Oc3ccccc32)cc1[N+](=O)[O-] (centres undefined)
→ -2.7, -3.9, -0.8, -3.8, 2.3, -4.0, 95.0, -1.5, -3.9
- Nc1ccc(N=Nc2ccccc2)c2ccccc12
→ 3.8, -5.2, -5.6, 13.3, -3.0, 12.0, 106.0, 5.8, -1.0
- O=C1C(C2=NC(C(=O)O)C3C(=O)N(c4ccc(Cl)cc4)C(=O)C23)=C(O)c2ccccc21 (centres undefined)
→ -1.1, -1.0, -2.0, -7.4, -4.2, -2.0, 91.0, 5.5, 12.2
- C(=N/N1CCN(c2ccccc2)CC1)/c1ccncc1
→ -8.6, -0.7, 1.0, -7.2, 3.9, -2.0, 105.0, 3.2, 4.5
- CCN1C(=O)/C(=c2/s/c(=C3\SC(C)=C(C)N3CC)c(=O)n2CC)N(c2ccccc2)C1=S
→ -6.9, -3.8, 0.2, 0.7, ., ., ., ., 12.5
- N#C/C(=C\c1ccco1)C(=O)Nc1ccc(S(N)(=O)=O)cc1
→ 2.9, -1.1, -6.2, -4.3, 15.4, 2.0, 102.0, -6.8, 2.3
- COc1ccc(/C=N/NC(=O)C2C3CCCCC32C)cc1OC (centres undefined)
→ -2.8, -0.3, 0.5, -19.1, 17.8, -2.0, 90.0, 6.8, -8.8
- Cc1ccc(NC(=O)N2CCN(C)CC2)cc1NC(=O)N1CCN(C)CC1
→ -3.7, -5.4, -1.9, 5.4, -7.9, 9.0, 111.0, 2.1, -4.5
- CC(C)(C)NC(=O)C12CCC(C)(c3nc4ccccc4nc31)C2(C)C (centres undefined)
→ -4.0, -1.7, -1.6, -18.6, 0.4, 0.0, 103.0, -5.5, -3.0
- Cc1ccc(OCC(=O)N/N=C\c2ccc(O)c([N+](=O)[O-])c2)c([N+](=O)[O-])c1
→ 8.6, -4.1, -2.5, -16.8, -1.6, 0.0, 112.0, 21.0, -9.1
- O=C(Nc1ccccc1N1CCCC1)c1ccc([N+](=O)[O-])o1
→ 17.0, 0.1, -0.1, 3.2, 0.4, 1.0, 99.0, 23.6, 18.9
- COCCn1nnnc1CN(Cc1cc2cc(OC)c(OC)cc2[nH]c1=O)C1CCCC1
→ 8.0, -2.1, -2.3, -4.8, 48.6, 6.0, 107.0, 23.7, 10.9
- Cc1cccc(CC(=O)Nc2cc(=O)n(C)c(=O)n2C)c1
→ -10.6, -2.1, -1.2, 0.3, -2.2, -10.0, 91.0, ., 3.4
- CCCOc1ccc(/C=N/NC(=O)C(C)Sc2ccccn2)cc1OCC (centres undefined)
→ -1.8, -3.9, -4.2, -26.8, 5.4, -1.0, 107.0, 4.7, -3.0
- CCc1noc(C)c1C(=O)N1CCOCC1
→ 2.4, -1.1, -1.6, -1.7, 5.5, 4.0, 105.0, 29.7, -1.6
- c1coc(CNc2nc(-c3ccncc3)cs2)c1
→ 2.9, -4.8, -0.1, -2.7, 10.4, 4.0, 112.0, 7.6, 7.5
- COc1ccccc1N1CCN(C(C)C(=O)N2CC(C)OC(C)C2)CC1 (centres undefined)
→ 4.6, -2.7, -2.6, 6.5, 10.6, -2.0, 93.0, -5.2, -5.8
- COc1ccc(C(C#N)N2N=C(C)CC2(C)C)cc1 (centres undefined)
→ -4.4, 3.6, -2.9, 2.5, 13.2, 10.0, 109.0, -1.1, 0.9
- COc1cc(-c2[nH]ncc2CN2CCCC2c2nonc2C)cc(OC)c1OC (centres undefined)
→ 0.6, -1.8, -2.2, -10.6, 16.1, -7.0, 90.0, 4.2, 7.8
- COc1ccc(C2CC(C(F)(F)F)n3nc(C(=O)NCCN4CCOCC4)cc3N2)cc1 (centres undefined)
→ -2.5, -1.8, -2.8, -5.4, 10.5, -1.0, 104.0, 31.0, -1.4
- CCNc1oc(COc2cccc(C)c2)nc1C#N
→ -3.0, -3.8, -3.4, -8.2, -1.8, 3.0, 109.0, 15.2, -2.5
- CC(C)(C)c1ccc(C(=O)Nc2cccc3c(=O)[nH][nH]c(=O)c23)cc1
→ 9.4, 5.9*, -2.6, 5.5, 25.4, -2.0, 94.0, 35.5, 3.3
- N/C(CN1CCCCC1)=N\S(=O)(=O)c1cc(Cl)cc(Cl)c1
→ 1.7, -2.0, -2.6, -4.7, -0.9, -2.0, 100.0, -3.5, -10.8
- O=C(CN1C(=O)C2CCCN2C(=O)c2ccccc21)Nc1ccccc1-n1cccc1 (centres undefined)
→ 3.7, -5.7, -3.4, -2.1, ., 2.0, 107.0, ., 1.6
- COc1ccc(NC(=O)c2cccc(S(=O)(=O)N3CCCCC3)c2)c(OC)c1
→ -4.0, -1.6, -0.3, -33.4, ., 1.0, 97.0, 24.9, -2.4
- Brc1ccc2c(c1)C(c1ccc(N3CCOCC3)cc1)=NNC(c1cccs1)=N2
→ -5.6, -2.4, -4.2, -5.4, -12.8, -6.0, 91.0, 30.4, -4.3
- Cc1c(CCOC(=O)C23CC4CC(CC(C)(C4)C2)C3)sc[n+]1CC(=O)c1ccccc1
→ -1.0, -3.0, -3.7, 8.1, 16.4, -1.0, 133.0, 12.7, -56.7
- CCCCOC(=O)c1nnc(-c2ccc(Cl)cc2)o1
→ -0.5, -1.8, -1.9, -9.0, 1.2, 6.0, 104.0, 2.7, -3.5
- CC(NC(=O)/C(C#N)=C/c1cn[nH]c1-c1ccccc1)c1ccccc1 (centres undefined)
→ -6.2, -3.0, -1.1, -14.0, 26.2, -5.0, 96.0, 9.9, -5.3
- C/C(=C\C(=O)c1cccnc1)Nc1ccc(C(=O)O)cc1
→ 14.9, -2.4, -1.5, -6.4, 17.9, -16.0, 95.0, 2.1, -7.7
- O=C(COc1ccccc1Cl)NCCC1=CCCCC1
→ -0.4, -1.7, 0.0, -24.4, -1.4, 11.0, 109.0, 45.7, 1.9

An excerpt from above in order of number of heavy atoms, smallest number first:
Values run as follows: PfM18AAP inh, IMP-1 inh, VIM-2 inhibitor, FID counter, SUMO HTRF inh, MEKK2mut PB1 HTS, MEKK2 WT-MEK5, NALP1 yeast inh, NS3 helicase inh
- O=C(COc1ccccc1Cl)NCCC1=CCCCC1
→ -0.4, -1.7, 0.0, -24.4, -1.4, 11.0, 109.0, 45.7, 1.9
- CC(NC(=O)/C(C#N)=C/c1cn[nH]c1-c1ccccc1)c1ccccc1 (centres undefined)
→ -6.2, -3.0, -1.1, -14.0, 26.2, -5.0, 96.0, 9.9, -5.3
- Cc1c(CCOC(=O)C23CC4CC(CC(C)(C4)C2)C3)sc[n+]1CC(=O)c1ccccc1
→ -1.0, -3.0, -3.7, 8.1, 16.4, -1.0, 133.0, 12.7, -56.7
